OXTR agonist: human OXTR agonists, primary screen, fluorescence, CHO-OTR cells, Fluo-8 calcium. Oxytocin receptor (Homo sapiens), P30559. Fluo-8 calcium fluorescence; normalized: DMSO 0%, oxytocin 100%. activation, % at 3 µM. 320,000 tested, 0.32% active;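 active = activation above the mean of all tested compounds plus 3 SD, cutoff set per screening run, cut at about 20% in these data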;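 also: peak over basal fluorescence ratio from a 100 s FLIPR kinetic read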
Target sequence (P30559 whole entry, looked up): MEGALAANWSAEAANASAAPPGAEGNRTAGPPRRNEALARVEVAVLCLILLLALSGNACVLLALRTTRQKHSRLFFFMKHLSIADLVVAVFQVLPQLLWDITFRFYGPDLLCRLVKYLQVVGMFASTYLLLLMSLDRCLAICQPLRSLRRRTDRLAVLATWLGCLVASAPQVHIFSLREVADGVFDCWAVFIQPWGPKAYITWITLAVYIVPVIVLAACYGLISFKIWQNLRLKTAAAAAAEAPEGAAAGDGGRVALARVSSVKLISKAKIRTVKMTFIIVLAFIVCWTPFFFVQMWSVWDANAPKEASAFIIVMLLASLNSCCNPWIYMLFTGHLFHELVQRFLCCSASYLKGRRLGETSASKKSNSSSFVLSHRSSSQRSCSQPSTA
V1aR counter: agonists of human V1a receptor, primary screen, counter-screen for OXTR agonist project, fluorescence, CHO-V1R cells | Vasopressin V1a receptor (Homo sapiens), P37288 | Fluo-8 calcium fluorescence, agonist mode; 0% DMSO, 100% 3 nM vasopressin | activation, % at 3 µM | 320,000 tested, 0.25% active | AID 2797, 2010;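 active = activation above the mean activation of all tested compounds plus 3 SD, per screening run, cut at about 20% in these data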;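 also: signal is peak over basal fluorescence ratio across a 100 second FLIPR read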
Target sequence (P37288 whole entry, looked up): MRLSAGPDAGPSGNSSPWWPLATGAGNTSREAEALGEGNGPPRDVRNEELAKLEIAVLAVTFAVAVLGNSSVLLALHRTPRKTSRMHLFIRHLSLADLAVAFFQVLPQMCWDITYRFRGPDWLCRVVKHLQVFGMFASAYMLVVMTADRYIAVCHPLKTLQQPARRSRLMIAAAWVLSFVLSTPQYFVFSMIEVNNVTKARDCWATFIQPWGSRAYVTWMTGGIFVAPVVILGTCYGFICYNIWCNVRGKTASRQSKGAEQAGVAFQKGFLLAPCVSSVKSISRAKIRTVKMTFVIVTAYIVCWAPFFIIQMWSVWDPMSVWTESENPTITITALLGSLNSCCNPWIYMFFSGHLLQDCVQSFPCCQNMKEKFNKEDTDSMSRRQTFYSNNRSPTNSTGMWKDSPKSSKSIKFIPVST
GalR3 antag: GalR3 antagonists in HEK293 cells, primary screen, cell-based, fluorescence readout | HEK293 GalR3-CNG cAMP membrane potential fluorescence; galR3 body fused to GalR1 C-terminus | 360,000 tested, 0.44% active | AID 651719, 2012 | Galanin receptor type 3 (Homo sapiens), O60755 | inhibition, % at 3 µM;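 active = inhibition above the screen-wide average plus 3 SD, cut at about 13% in these data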;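 also: forskolin and galanin both at EC90 stimulate the cells; cAMP rise reported by CNG channel membrane potential dye signal; 0% = forskolin plus galanin with DMSO and 100% = forskolin alone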
The depositor's hits bear a star; & = joins results of further samples.

entry | mol | V1aR counter | GalR3 antag | OXTR agonist
1 | CCOc1ccc(C(=O)NC(=S)Nc2cc(C)ccn2)cc1[N+](=O)[O-] | 1.2 | -5.1 | 0.3
2 | COc1ccc2sc(-c3ccc(N(C)C)cc3)c(-c3cnc(OC)nc3)c2c1 | -0.4 | -0.2 | -0.5
3 | COc1cccc(C(=O)OC(C)C(=O)NCC2CCCCC2)c1 (stereo not drawn) | -1.0 | 0.7 | -2.2
4 | COc1cccc(CN(C)C(=O)CCN(c2ccccc2)S(=O)(=O)c2ccc(C)cc2)c1OC | 0.1 | -1.5 | -1.0
5 | COCC(C)n1c(SCC(=O)NC(=O)Cc2ccccc2)nc2ccccc2c1=O (stereo not drawn) | 0.6 | -7.6 | 1.8
6 | Cc1ccc(NC(=O)COC(=O)Cn2cnc3c2c(=O)n(C)c(=O)n3C)cc1 | 2.7 | 2.7 | 2.5
7 | O=C(NCc1ccccc1F)C(=O)NCC1CCCN1S(=O)(=O)c1cccs1 (stereo not drawn) | -0.3 | -3.7 | -0.6
8 | C[C@@H](NC(=O)c1nc[nH]c1C(=O)NC1CCN(C(=O)OC(C)(C)C)CC1)c1ccccc1 | -1.3 | -4.3 | -1.0
9 | COc1ccc(NS(=O)(=O)c2cc(C(=O)N3CCCCCC3)ccc2C)cc1 | 0.9 | -5.8 | 1.2
10 | CCCCn1c(N)c(N(CCOC)C(=O)Cn2c(=O)cnc3ccccc32)c(=O)[nH]c1=O | -0.7 | 1.4 | 1.9
11 | COc1ccc(NC(=O)CN(C)C(=O)CCCc2nc3ccccc3s2)cc1 | -0.7 | -4.9 | -1.1
12 | Cc1nn(-c2ccccc2)c(C)c1C(=O)OCC(=O)Nc1ccccc1 | 0.3 | -8.7 | -0.7
13 | O=C(C1=C(O)C(=O)N(CCN2CCOCC2)C1c1cccs1)c1cc2ccccc2o1 (stereo not drawn) | 0.5 | 0.7 | -0.2
14 | COc1ccc(CCC(=O)Nc2cc3c4c(c2)CC(=O)N4CCC3)cc1 | 0.1 | -0.1 | -0.3
15 | Cc1cc(=O)oc2cc(OCC(=O)Nc3cccnc3)ccc12 | 3.2 | -3.7 | 2.6
16 | COc1ccc(C(=O)O)cc1S(=O)(=O)NC(C)C12CC3CC(CC(C3)C1)C2 (stereo not drawn) | 4.4 | 4.5 | 9.0
17 | CC12CCC(=O)N1C(C(=O)NNC(=O)COc1ccccc1Cl)CS2 (stereo not drawn) | 0.1 | -2.9 | -0.4
18 | O=C(Nc1cccc(S(=O)(=O)N2CCCCC2)c1)C1CC1 | 1.5 | -5.5 | 1.2
19 | Cc1ccc(C(=O)COC(=O)c2cccc([N+](=O)[O-])c2)s1 | -0.3 | -7.8 | -0.9
20 | CC1(C)O[C@@H]2[C@H](O1)[C@@H](COS(=O)(=O)O)O[C@H]2n1c(=S)[nH]c2c(=O)[nH]c(N)nc21 | -0.3 | 1.1 | 2.0

Whole records, quoted from the list.
COCC(C)n1c(SCC(=O)NC(=O)Cc2ccccc2)nc2ccccc2c1=O (stereo not drawn) is listed with V1aR counter = 0.6; GalR3 antag = -7.6; OXTR agonist = 1.8
COc1ccc(NS(=O)(=O)c2cc(C(=O)N3CCCCCC3)ccc2C)cc1 is listed with V1aR counter = 0.9; GalR3 antag = -5.8; OXTR agonist = 1.2

Going on with the list:
entry | mol | V1aR counter | GalR3 antag | OXTR agonist
21 | Cc1ccc(NC(=O)COc2cccc(C)c2C)cc1S(=O)(=O)N1CCCCCC1 | 1.4 | -0.4 | -1.1
22 | Cc1ccc(NC(=O)CN(C)C(=O)C(Sc2ccccc2)c2ccccc2)cc1 (stereo not drawn) | -0.3 | -7.5 | -1.2
23 | O=C(COC(=O)COc1ccc(Cl)cc1Cl)NC1CCS(=O)(=O)C1 (stereo not drawn) | 0.8 | -2.9 | 0.5
24 | CN(C)S(=O)(=O)n1cnc([C@H]2c3c(ncn3Cc3ccccc3)C[C@H]3COC(=O)[C@@H]32)c1 | 0.0 | -5.5 | -0.4
25 | O=C(COC(=O)c1ccncc1)Nc1cccc2ccccc12 | 1.6 | -4.6 | 0.8
26 | CC(=O)Nc1cccc(C(=O)OCC(=O)NNC(=O)c2cccs2)c1 | 0.6 | -3.3 | 1.6
27 | Cc1ccc(NC(=O)Cc2ccccc2F)cc1S(=O)(=O)N1CCCCCC1 | 8.1 | -6.0 | 7.3
28 | CCOC(=O)c1ccc(N2C(=O)C3CCOc4ccccc4C32)cc1 (stereo not drawn) | -0.4 | -2.6 | -0.6
29 | CC(C)C(NC(=O)c1ccc(C(C)(C)C)cc1)C(=O)Nc1ccc(N2CCOCC2)cc1 (stereo not drawn) | -0.3 | 5.1 | -0.5
30 | CCC1(C)NC(=O)N(CC(=O)N2CCN(c3cccc(Cl)c3)CC2)C1=O (stereo not drawn) | 3.3 | -6.3 | 2.5
31 | O=C(CSc1cccc(C(F)(F)F)c1)Nc1ccc(N2CCOCC2)cc1 | 4.5 | -2.6 | 5.5
32 | CC(C)(C)NC(=O)NC(=O)CSc1ccc(S(=O)(=O)N2CCCCC2)cn1 | 4.4 | 3.2 | 1.3
33 | CCOC(=O)[C@H]1[C@H]2COc3ccc(OC)cc3[C@@H]2N2C(=O)c3ccc(Cl)cc3NC(=O)[C@@]12C | -0.9 | -5.4 | -1.1
34 | NC(=O)C1CCN(C(=O)NC2CC(=O)N(c3ccc4c(c3)OCCO4)C2)CC1 (stereo not drawn) | -0.1 | -1.2 | 0.5
35 | CC(OC(=O)c1ccc(O)cc1)C(=O)Nc1nc(-c2ccccc2)cs1 (stereo not drawn) | 4.8 | -3.3 | 1.2
36 | Oc1ccc(C[C@H]2CNCCN2CCC23CC4CC(CC(C4)C2)C3)cc1 | 2.8 | 1.0 | 6.8
37 | CCC1CCCCN1C(=O)COC(=O)c1ccc(Br)o1 (stereo not drawn) | 0.6 | -5.2 | -1.2
38 | COc1ccc(OC)c(C(=O)CN2C(=O)C(=O)N(C3CCCC3)C2=O)c1 | -1.2 | -1.9 | -1.1
39 | O=C(NC1CC(=O)N(c2ccc3c(c2)OCCO3)C1)N1CCCCC1 (stereo not drawn) | 2.1 | -1.2 | 1.5
40 | CCN(CC)CCCn1c2c(c(SCC(=O)N3CCCc4ccccc43)nc1=O)CCC2 | -0.2 | -6.5 | 0.1
41 | COc1ccc(Cl)cc1NC(=O)CN(C)C(=O)CN1C(=O)NC2(CCCC2)C1=O | -1.0 | -4.1 | 1.1
42 | Cc1cccc(C(=O)Nc2nsc(N)n2)c1 | 0.9 | 0.5 | 0.6
43 | Fc1ccc(Oc2ccnc(Cl)n2)c(Cl)c1 | -2.1 | 0.4 | -1.1
44 | COc1ccc(NC(=O)CN(C)CC(=O)c2[nH]c(C)c(C(C)=O)c2C)cc1 | 0.3 | -5.7 | 1.1
45 | N#Cc1cc([N+](=O)[O-])ccc1NC(=O)COC(=O)C1CCC(=O)N1 (stereo not drawn) | 1.5 | -1.9 | 1.4
46 | CC(C)(C)OC(=O)C[C@@H]1C/C=C\C[C@@H](CC(=O)N[C@@H](CO)Cc2ccccc2)C(=O)NCCOC1=O | 1.0 | -5.1 | 0.5
47 | COCCNC(=O)c1cc(S(=O)(=O)N2CCCCC2)ccc1N1CCOCC1 | 0.0 | -1.1 | -0.2
48 | CCCCCCSc1ccc(-c2nc3ccc(Cl)cn3c2NCCCC)cc1OC | 0.6 | -3.0&-1.2 | -0.3
49 | COc1cc(C(=O)N2CCN(CCCc3ccccc3)CC2)cc(OC)c1OC | 0.0 | 6.7 | -1.8
50 | COc1ccc(C(=O)COC(=O)CN2C(=O)NC3(CC(C)CC(C)(C)C3)C2=O)c(OC)c1 (stereo not drawn) | -1.0 | -5.0 | -1.2
51 | Cc1ccc(C(=O)CN(CCCC(N)=O)S(=O)(=O)c2ccc([N+](=O)[O-])cc2)cc1 | -0.1 | -4.0 | -2.2
52 | Cc1cc(C)c(-c2csc(NC(=O)C3=COCCO3)n2)cc1C | -0.1 | 0.1 | -0.8
53 | CC(NC(=O)c1ccccc1Cl)C(=O)OCc1cn2cc(Cl)ccc2n1 (stereo not drawn) | -0.3 | -4.7 | -0.2
54 | CC(NC(=O)CCNC(=O)c1ccco1)c1ccccc1 (stereo not drawn) | 0.5 | 1.5 | 1.2
55 | O=S(=O)(c1ccc(Br)cc1Cl)N1CCCN(c2ccc(C(F)(F)F)cn2)CC1 | 1.1 | -4.7 | 1.7
56 | CCN(C(=O)COC(=O)c1n[nH]c2ccccc12)c1ccccc1 | 1.8 | -6.5 | 1.4
57 | CCCCn1c(N)c(N(CC)C(=O)c2ccncc2)c(=O)[nH]c1=O | 1.5 | -3.5 | 0.8
58 | COc1cc(C(=O)N2CCN(S(=O)(=O)c3cccc(F)c3)CC2)ccc1OCC(=O)N1CCOCC1 | 0.3 | 1.5 | 1.7
59 | COc1ccccc1OCC(=O)N1CCC2(CC1)CC(=O)c1ccccc1O2 | -0.6 | 0.2 | 0.7
60 | CN(C(=O)c1ccc(Cl)c([N+](=O)[O-])c1)C1(C)CCS(=O)(=O)C1 (stereo not drawn) | 0.2 | -1.3 | 0.5
61 | COC(=O)c1ccc(C(=O)Nc2ccc(F)cc2)cc1 | 0.7 | -6.3 | 2.4
62 | O=C1C=C(c2ccc3c(c2)OCO3)C[C@@H](c2ccc(F)cc2)C1 | -0.7 | -2.6 | -0.3
63 | COc1ccc(NS(=O)(=O)c2ccc(O)c(C(=O)OCC(=O)N3CCCCC3)c2)cc1 | 3.2 | -0.7 | 3.8
64 | Cc1cccc(C)c1NC(=O)c1ccc(OCc2c(C)noc2C)cc1 | 1.4 | -5.2 | 1.6
65 | CCOC(=O)C1=C(COC(=O)/C=C/c2ccc(SC)cc2)NC(=O)NC1C (stereo not drawn) | 2.0 | -2.8 | 0.9
66 | COc1ccc(CCNC(=O)C(=O)NCC2CCCN2S(=O)(=O)c2ccccc2)cc1 (stereo not drawn) | 1.4 | -1.8 | -2.4
67 | O=S(=O)(NCCCCNS(=O)(=O)c1ccc(F)cc1)c1ccc(F)cc1 | 1.3 | -1.2 | -0.1
68 | O=C(c1cc2ccccc2cc1O)N1CCN(c2ccccc2O)CC1 | 2.6 | -0.7 | 5.0
69 | COc1cc(/C=C/C(=O)OCc2csc(CC(=O)Nc3ccc(C)cc3)n2)ccc1OCC#N | 5.1 | -8.1 | 0.6
70 | CC(OC(=O)c1cccc(S(=O)(=O)N2CCN(C)CC2)c1)C(=O)Nc1ccc(C(N)=O)cc1 (stereo not drawn) | -0.4 | -3.4 | 1.1

Going on with the list:
entry | mol | V1aR counter | GalR3 antag | OXTR agonist
71 | COc1ccc(N2CC(NS(=O)(=O)c3ccc4ccccc4c3)CC2=O)cc1 (stereo not drawn) | 3.7 | -0.5 | 6.2
72 | Cc1cc(F)cc(C)c1Cn1cnc2c(cnn2C(C)(C)C)c1=O | 4.6 | -5.3 | -1.8
73 | O=C(Cc1cccc([N+](=O)[O-])c1)Nc1cccc(C(=O)N2CCOCC2)c1 | 0.9 | -2.4 | 0.9
74 | CC(=O)C[C@H](O)CC(=O)[C@@H]1OC(=O)CCCCCCc2ccccc21 | 0.2 | -2.7 | 2.1
75 | COC(=O)[C@@]12CCCCN1[C@H](c1ccc(SC3CCCCC3)cc1)[C@@H]1C(=O)N(C)C(=O)[C@@H]12 | 0.2 | -3.9 | -0.1
76 | O=C1NC[C@@H](c2ccccc2)OC(=O)[C@@H](Cc2ccc(F)cc2)C/C=C\C[C@@H]1CC(=O)N(CCO)Cc1ccccc1 | 2.8 | 1.6 | 5.0
77 | CCOC(=O)Nc1ccc(N2CCOCC2)c(S(=O)(=O)Nc2ccc(Cl)cc2)c1 | 1.3 | -7.1 | 0.9
78 | Cc1c(NS(=O)(=O)c2cc(C(=O)NCc3ccco3)cc(Cl)c2Cl)c(=O)n(-c2ccccc2)n1C | -0.5 | -4.3 | -2.2
79 | CC(=O)c1ccccc1NC(=O)COC(=O)/C=C/c1cccs1 | -0.3 | -2.9 | -0.9
80 | NC(=O)c1ccc(NC(=O)CN2CCN(S(=O)(=O)c3ccc4c(c3)OCCO4)CC2)cc1 | -0.1 | 5.6 | 1.3
81 | Cc1ccc([N+](=O)[O-])cc1S(=O)(=O)Nc1cccc(-c2ccc(N3CCCC3)nn2)c1 | -0.7 | 0.3 | -1.5
82 | O=C(COC(=O)c1cccc(Br)c1)NCC1CCCO1 (stereo not drawn) | -0.1 | -6.3 | 0.6
83 | O=C(CN1C(=O)C2CCCCC2C1=O)Nc1ccccc1N1CCCC1 (stereo not drawn) | -0.3 | -2.2 | 0.1
84 | O=C(OCC(=O)N1CCCc2ccccc21)c1cc(S(=O)(=O)N2CCOCC2)ccc1Cl | -0.2 | -5.1 | -1.1
85 | N#CCCN(C(=O)COC(=O)CNC(=O)C12CC3CC(CC(C3)C1)C2)c1ccccc1 | -0.1 | -4.6 | 0.3
86 | COC(=O)c1c(-c2ccc(S(C)(=O)=O)cc2)sc2ccc(OC)cc12 | 0.6 | -7.7 | 2.4
87 | COc1ccc(S(=O)(=O)N2CCCC(C(=O)N3CCCC3)C2)cc1OC (stereo not drawn) | 0.3 | -1.6 | 0.0
88 | O=C(c1ccc2c(c1)OCCO2)N1CCN(S(=O)(=O)c2c(F)cccc2F)CC1 | 0.2 | -6.5 | 0.8

Screening results as filed in PubChem.

Only part of the results is shown; count on the stated rates, not on these rows.
